Bioassay records: PubChem, several laboratories
TROY NFkB inh = blocks TROY-dependent signaling in reporter cells | Q293 LMP1-TROYcd NF-kB luciferase reporter, 4 h | inhibition, % at 10 µM | 360,000 compounds, 0.98% hits;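 active = compounds whose plate-normalised and pattern-corrected inhibition of the luciferase reporter signal at the single screening dose is 50% or more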
NCOA3 inh = inhibits human SRC3 coactivator. HEK293 GAL4-SRC3 luciferase reporter, luminescence. inhibition, % at 3.6 µM. 360,000 compounds, 0.17% hits;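 active = inhibition above a per-campaign cutoff, the mean of all compounds plus 3 SD, cut at about 60% in these data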;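 also: 0% = DMSO-treated cells and 100% = gossypol-treated cells at 36 µM; higher means less SRC3-driven luciferase light from the GAL4 reporter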
TLR9-MyD88 block = TLR9-MyD88 interaction inhibition | inhibition, % at 4.98 µM | AID 504734 | CHO BLA complementation TLR9-MyD88, CCF4 FRET ratio | 340,000 compounds, 0.21% hits | Q9NR96+Q99836;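 active = inhibition above the mean over all tested compounds plus 3 SD, cut at about 21% in these data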;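 also: 0% = DMSO only wells and 100% = clavulanate BLA inhibitor control wells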
NR5A2 inv ag = NR5A2 inverse agonism in reporter assay; inhibition, % at 3.6 µM; 360,000 compounds, 0.13% hits; HEK293T StAR-luciferase reporter, LRH-1 transfected, 24 h; O00482;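 active = inhibition above the mean inhibition of all tested compounds plus 3 SD, cut at about 73% in these data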;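 also: 0% = DMSO wells and 100% = reporter-only cells lacking LRH-1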
NCOA1 inh = human NCOA1 inhibition | Q15788 | HEK293 GAL4-SRC1 luciferase reporter, luminescence | inhibition, % at 3.6 µM | 360,000 compounds, 0.12% hits | AID 588354;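 active = inhibition above the campaign mean plus 3 SD, with each screening campaign given its own cutoff, cut at about 60% in these data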;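 also: 0% = DMSO treated cells and 100% = gossypol at 36 µM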
Target sequence (Q15788 whole entry, looked up, the tested form may be a part): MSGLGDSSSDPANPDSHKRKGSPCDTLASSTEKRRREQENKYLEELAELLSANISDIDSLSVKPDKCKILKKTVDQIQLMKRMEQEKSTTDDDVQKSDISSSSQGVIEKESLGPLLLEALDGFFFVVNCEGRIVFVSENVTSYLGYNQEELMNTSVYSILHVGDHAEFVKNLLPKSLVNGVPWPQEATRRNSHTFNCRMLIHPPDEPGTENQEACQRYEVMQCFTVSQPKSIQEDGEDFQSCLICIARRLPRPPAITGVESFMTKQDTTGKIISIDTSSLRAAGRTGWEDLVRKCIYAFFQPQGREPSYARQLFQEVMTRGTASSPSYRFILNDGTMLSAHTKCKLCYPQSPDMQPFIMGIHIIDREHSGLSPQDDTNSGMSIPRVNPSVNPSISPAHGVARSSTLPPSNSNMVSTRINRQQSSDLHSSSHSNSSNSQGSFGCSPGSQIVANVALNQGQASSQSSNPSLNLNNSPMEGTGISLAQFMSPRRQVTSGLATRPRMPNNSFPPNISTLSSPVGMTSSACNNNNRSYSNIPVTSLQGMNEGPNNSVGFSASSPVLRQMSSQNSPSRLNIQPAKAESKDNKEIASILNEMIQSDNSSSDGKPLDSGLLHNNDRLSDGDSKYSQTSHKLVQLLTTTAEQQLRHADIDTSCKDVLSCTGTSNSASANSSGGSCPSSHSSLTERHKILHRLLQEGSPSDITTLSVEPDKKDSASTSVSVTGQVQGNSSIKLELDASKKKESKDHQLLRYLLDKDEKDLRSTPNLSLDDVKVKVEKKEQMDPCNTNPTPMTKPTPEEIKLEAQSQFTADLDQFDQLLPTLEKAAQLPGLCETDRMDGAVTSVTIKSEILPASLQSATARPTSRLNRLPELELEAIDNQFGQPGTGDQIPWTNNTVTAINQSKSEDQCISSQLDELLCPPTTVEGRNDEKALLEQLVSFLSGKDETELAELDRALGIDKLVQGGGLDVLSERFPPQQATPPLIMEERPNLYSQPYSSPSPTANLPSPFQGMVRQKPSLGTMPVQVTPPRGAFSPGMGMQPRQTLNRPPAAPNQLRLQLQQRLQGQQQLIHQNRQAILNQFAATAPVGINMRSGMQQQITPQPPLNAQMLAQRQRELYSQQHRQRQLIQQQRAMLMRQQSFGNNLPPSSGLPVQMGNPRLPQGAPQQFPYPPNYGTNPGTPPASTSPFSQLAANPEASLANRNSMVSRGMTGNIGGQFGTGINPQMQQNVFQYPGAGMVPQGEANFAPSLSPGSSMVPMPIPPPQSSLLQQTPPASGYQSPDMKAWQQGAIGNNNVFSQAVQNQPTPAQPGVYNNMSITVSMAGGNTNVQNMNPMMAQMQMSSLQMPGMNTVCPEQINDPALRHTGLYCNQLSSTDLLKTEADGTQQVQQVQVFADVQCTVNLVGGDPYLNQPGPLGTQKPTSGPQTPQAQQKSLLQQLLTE
NCOA2 inhibitor = human SRC2 (NCOA2) inhibition; Q15596; HEK293 GAL4-SRC2 luciferase reporter, luminescence; inhibition, % at 9 µM; 370,000 compounds, 0.17% hits;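 active = inhibition above the mean inhibition of all tested compounds plus 3 SD, set per campaign, cut at about 52% in these data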;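 also: 0% = DMSO treated cells and 100% = cells given Gossypol at 36 µM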
NOD2-RIPK2 inh = NOD2-RIPK2 protein interaction inhibition; inhibition, % at 4.98 µM; 360,000 compounds, 0.38% hits; CHO BLA complementation NOD2-RIPK2, CCF4 ratio; O43353; AID 624267; in the data active = inhibition above about 21%;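 also: 0% = vehicle only and 100% = reference blocker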
C8 TRAIL sens = sensitizes caspase-8 expressing cells to TRAIL. NB7+C8 cells + TRAIL, ATPlite viability luminescence. inhibition (viability loss, TRAIL sensitization), % at 10 µM. 360,000 compounds, 1% hits;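 active = compounds causing at least 50% loss of cell viability in the single-dose screen, relative to plate controls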
LMP1 NFkB inh = reduces LMP1-driven NF-kappaB luciferase signal | AID 504558 | 350,000 compounds, 0.69% hits | LMP1-induced NF-kappaB luciferase reporter cells, luminescence | inhibition, % at 12.5 µM; in the data active = inhibition above about 41%;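 also: 0% = neutral control wells and 100% = reference inhibitor control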
Vif imaging = blocks HIV Vif function | HEK293T cells, Vif self-association by quenched fluorescence, imaging, 24 h | inhibition, % at 7.49 µM | 340,000 compounds, 0.35% hits | AID 602346; in the data active = inhibition above about 50%, passing the limit was not always enough; also: some results filed as inactive read as strong as hits
COUP-TFII inh = NR2F2 (human) inhibition, primary screen; P24468; HEK293T NGFI-A luciferase reporter, luminescence; inhibition, % at 8.6 µM; 370,000 compounds, 0.7% hits;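 active = inhibition above a per-plate cutoff, mean inhibition of test wells between control levels plus 3 SD, cut at about 38% in these data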;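 also: cells cotransfected with COUP-TFII expression vector driving the NGFI-A reporter; 0% = median of COUP-TF2 test wells and 100% = reporter-only cells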
* hit, by the source's call; · = no result given. Some of the compounds tested. The share of hits here may be higher or lower than overall.

SMILES	TROY NFkB inh	NCOA3 inh	TLR9-MyD88 block	NR5A2 inv ag	NCOA1 inh	NCOA2 inhibitor	NOD2-RIPK2 inh	C8 TRAIL sens	LMP1 NFkB inh	Vif imaging	COUP-TFII inh
COc1ccc(C(=O)O)cc1S(=O)(=O)NC(C)C12CC3CC(CC(C3)C1)C2 (centres undefined)	7	-2	9	-27	-3	25	13	3	-1	-4	8
Cc1cc(C)c2cc(C#N)c(SCC(=O)Nc3cc(C)on3)nc2c1	3	3	-3	-6	-11	-35	6	-4	-1	3	14
COCCn1c(SCC(=O)Nc2nnc(C)s2)nnc1-c1cc2ccccc2cc1O	9	6	-9	-5	-43	-42	0	-5	-11	-4	-3
Cc1ccc(NC(=O)c2cccc3c2-c2ccccc2C3=O)cc1C	-14	5	1	-5	-35	-9	2	-14	-6	-5	22
CCCCOC(=O)C1C2C=CC3(CN(CCc4ccccc4)C(=O)C13)O2 (centres undefined)	-1	-25	-3	6	1	4	-11	5	-31	0	4
O=S(=O)(NCC(c1cccnc1)N1CCN(c2ccc(F)cc2)CC1)c1ccccc1 (centres undefined)	-6	7	3	-22	9	1	7	1	2	-3	20
Cc1ccccc1N1Cc2ccccc2C1	6	7	0	39	-49	4	-6	-1	-7	1	0
O=S(=O)(c1ccc(Cl)cc1)N1CCN(Cc2cccnc2)CC1	-2	-10	-1	23	-5	-4	-10	-2	-2	-34	-7
CCOC(=O)c1cc(OC(=O)c2ccccc2OC)n(-c2ccccc2)n1	4	-3	11	-10	-6	7	5	16	5	78*	-3
CCN(CC)C(=O)[C@H]1CC(CC(=O)NCc2ccco2)C(=O)N2CCc3c([nH]c4ccc(OC)cc34)[C@]12C (some centres undefined)	-2	-2	-5	6	-4	11	-3	3	-4	2	-4
CCCC(=O)C1=C(O)C(C(=O)OC)C(C)(C)CC1=NCc1ccccc1 (centres undefined)	-24	4	-7	-2	6	-12	-2	0	-202	-1	-4
Clc1ccc(CNCCCSc2ncccn2)cc1	-2	2	-9	-5	-22	15	1	-17	-5	0	2
CC(NC(=S)Nc1ccc(OC(F)F)cc1)c1ccc(F)cc1 (centres undefined)	-5	28	-2	-5	-22	-2	-4	-5	-10	-9	11
O=C1CCC(C(=O)Nc2cccc(Oc3ccccc3)c2)=NN1	-15	0	8	-22	-19	6	0	4	3	7	-15
Cc1ccc(CNC(=O)CSc2nc3n[nH]c(C)c3c(=N)n2-c2cccc(C)c2)cc1	28	-2	2	-21	3	-1	2	4	-3	-3	25
CS(=O)(=O)c1ccc(Cl)c(NC(=O)C2CC(=O)N(Cc3ccccc3)C2)c1 (centres undefined)	23	-4	-6	-1	0	-20	6	-10	7	2	3
CN1CCN(c2ccc(CNS(=O)(=O)Cc3cccc(C(F)(F)F)c3)cc2)CC1	6	21	·	51	37	18	-3	7	·	-13	61*
C=C1CCC[C@]2(C)C[C@H]3OC(=O)C(CN(Cc4ccc(OC)c(OC)c4)CC(C)O)[C@H]3CC12 (some centres undefined)	0	13	-17	5	19	4	-1	14	1	-4	-1
Cc1ccc(/C=N/NC(=O)CCCOc2ccc(Cl)cc2Cl)cc1	-1	4	10	0	-26	-12	0	-11	-3	6	11
CC(C)Oc1cccc(C(=O)C2CCCN(Cc3cccn3-c3cccnc3)C2)c1 (centres undefined)	15	19	-4	5	7	-8	-6	12	3	-3	4
Cn1c(CCc2ccc(N)cc2)nc2ccccc21	-15	-71	-9	-104	-66	-35	3	25	0	2	-29
COc1ccc(N2CCN(C(=O)c3cc(C)oc3C)CC2)cc1	8	1	-10	11	17	-28	-2	-10	7	4	9
Cc1cc(Cl)c(OCCCNCc2ccccc2)c(Br)c1	2	6	1	12	7	20	-3	15	11	-14	1
CCCSc1nnc(Sc2nnnn2-c2ccccc2)s1	4	6	-2	8	-4	34	-8	3	37	25	-5
O=C(O)c1cc(C(F)(F)F)nc2c(C(F)(F)F)cccc12	-8	4	2	2	-11	-4	3	-11	-2	-7	5
NC(=O)CCC(NC(=O)c1ccc(Cl)cc1)C(=O)NCCc1ccc2c(c1)OCCO2 (centres undefined)	24	4	-6	2	-7	-28	-2	-5	-1	2	-6
O=S1(=O)CC(O)C(NCc2cccnc2)C1 (centres undefined)	-14	-5	6	2	6	6	-2	-7	-3	-2	-1
CCOC(=O)c1ccc(NC(=O)Nc2ncccc2C)cc1	-30	-21	6	-12	-3	10	-2	44	-22	-4	-7
COc1ccc2c(=O)c3c(=O)n(Cc4ccco4)c(-c4cc(OC)c(OC)c(OC)c4)nc3oc2c1	-8	-1	-2	-9	5	-24	-3	3	-3	-3	7
CC(C)(C)c1cc2nc(NCCOc3ccccc3)ccn2n1	-19	-2	·	-24	-11	-11	0	5	·	8	-3
CCc1ccc(OCC(=O)Nc2ccc(S(=O)(=O)N3CCCC3)cc2)c(Br)c1	22	-3	3	12	-3	7	1	15	11	3	-4
CCSC(C)CC1C/C(=N/O)c2c(C)noc2C1 (centres undefined)	-4	0	-5	4	-2	0	5	-2	-17	·	-4
O=C(NN=Cc1ccc(F)cc1)C1CC1	-9	-6	-12	-16	-21	-23	-10	7	3	-4	11
O=C(Nc1cccc(S(=O)(=O)N2CCCCC2)c1)C1CC1	5	15	-6	12	-14	24	9	6	0	-6	2
Cc1ccc(Oc2cc(NN3CCCCC3)c([N+](=O)[O-])cc2[N+](=O)[O-])c(Cl)c1	-3	3	9	-6	0	-20	2	-1	40	-5	-5
Cc1[nH]c(=O)[nH]c(=O)c1NC(=O)c1sc2nc3c(C)cccc3cc2c1N	6	5	-2	4	4	15	-9	-2	-7	-4	4
CCOC(=O)NC1(C(F)(F)F)C(=O)N(Cc2ccccn2)C2=C1C(=O)CC(C)(C)C2 (centres undefined)	-1	10	0	16	2	-5	5	11	-5	-9	1
CN1C(=O)C(O)(CC(=O)c2cccnc2)c2ccccc21 (centres undefined)	10	-3	-3	-4	12	10	0	-12	0	-12	12
CN(C)N=Nc1ccc(S(N)(=O)=O)cc1	8	14	-13	-8	-4	-28	2	2	-9	·	1
C[C@@H]1CCC[C@]2(O[C@H](CCO)C[C@@H](O)[C@@H]2O)O1	-7	5	-3	19	-2	-15	-6	-4	1	10	-7
O=C(NCc1ccc2c(c1)OCO2)c1cccc(S(=O)(=O)N2CCOCC2)c1	5	-6	-3	25	-18	-3	8	2	11	28	-12
O=C(Oc1ccc(N(Cc2cccs2)C2=NS(=O)(=O)c3ccccc32)cc1)c1ccccc1F	-4	-20	2	5	3	14	-9	13	0	12	4
CCCc1c(OCCCCc2nn[nH]n2)ccc(C(C)=O)c1O	11	-14	-6	-10	-4	11	-4	-11	11	4	6
Cc1cccc(N2CCN(CC(=O)Nc3ccccc3[N+](=O)[O-])CC2)c1C	11	10	-3	13	-4	7	-9	-4	10	-4	-4
Cc1ccccc1NC1=NC2(CCCC2)N=C(N)N1	-7	13	0	-4	-5	26	10	0	-30	-5	11
CCN1N=C(c2cc(Cl)sc2Cl)CSC1=O	10	-15	9	-13	-12	-5	5	1	-1	·	-18
CC(C)(C)OC(=O)N1CCCC(C(=O)Nc2cccc(C(=O)NCCCCc3ccccc3)c2)C1 (centres undefined)	45	5	1	11	12	14	-5	8	5	-3	15
Cc1cc(/C(=N/O)C(C)(C)NO)ccc1Cl	-5	5	-8	-8	-13	-25	-7	1	6	-15	4
COc1ccc2[nH]c3c(c2c1)CCN1C(=O)C(CC(=O)NCCc2ccccn2)C[C@H](C(=O)N2CCOCC2)[C@@]31C (some centres undefined)	0	-2	-5	4	-20	6	3	-13	1	-1	7
N#CCCN(C(=O)COC(=O)c1ccc(S(=O)(=O)Nc2ccccc2)cc1)c1ccccc1	4	16	5	12	-5	-17	-13	-2	2	0	-5
Cc1cccc(N2CCN(C(=O)CCc3nc4ccccc4[nH]3)CC2C)c1 (centres undefined)	-4	-11	-8	-10	-14	0	5	3	-4	-8	4
C[C@@H]1CN([C@H](C)CO)C(=O)CCCn2nncc2CO[C@@H]1CN(C)S(=O)(=O)c1ccccc1	-7	-17	-3	-19	-16	-30	4	-11	6	·	5
Cc1ccc(-c2nc(N)n(C(=O)c3ccco3)n2)cc1	5	-7	2	0	-11	-17	1	-2	-1	-3	3
CC(C)N1CCN(Cc2nc3ccccc3s2)CC1CCO (centres undefined)	-2	-8	3	17	0	-13	0	25	-3	5	15
CSC[C@H]1CN(CCc2ccccc2)C(=O)[C@@H]1CC(=O)Nc1ccccc1	13	-12	2	-28	12	-15	5	-16	-4	·	4
C=C(NC(C)=O)c1c(F)cccc1F	6	-10	-17	-8	3	-14	6	-14	-4	-3	2
COc1ccc(NC(=O)CSc2ccc3nnc(-c4cccnc4)n3n2)c(OC)c1	6	6	-12	-7	-2	8	-1	6	1	4	-6
COc1cccc(NC(=O)C2CCN(S(=O)(=O)c3ccc(N4CCCC4=O)cc3)CC2)c1	-7	4	-12	-3	-1	-13	-11	-3	-5	·	18
CN1CCC(N2CCN(C3CN(Cc4cn(Cc5ccc(C(F)(F)F)cc5)nn4)S(=O)(=O)C3)CC2)CC1 (centres undefined)	-36	·	·	12	·	-20	-8	7	·	·	3
COc1ccc(Cn2c(=O)[nH]c3cc(C(=O)NCc4ccc5c(c4)OCO5)ccc3c2=O)cc1	7	-8	4	-16	0	-5	-15	10	-1	-7	-5

(next part)
SMILES	TROY NFkB inh	NCOA3 inh	TLR9-MyD88 block	NR5A2 inv ag	NCOA1 inh	NCOA2 inhibitor	NOD2-RIPK2 inh	C8 TRAIL sens	LMP1 NFkB inh	Vif imaging	COUP-TFII inh
CCCSc1cc(=O)n(-c2ccccc2)nc1C(=O)OCC	-4	19	-7	-3	-16	0	-1	-12	7	-6	4
O=C(NC1CCCC1)C(c1cccs1)N(C(=O)c1ccco1)c1ccc2c(c1)OCCO2 (centres undefined)	7	23	-1	2	17	6	-7	9	-2	-18	6
Cc1ccc(S(=O)(=O)c2nnn3c2nc(N2CCC(C(N)=O)CC2)c2ccccc23)cc1	-1	-2	9	-1	5	8	-3	-17	-7	6	-12
COC(=O)[C@@]1(Cc2ccccc2)[C@H]2C(=O)N(Cc3ccccc3)C(=O)[C@H]2[C@H]2CN=C(SCC3CC3)N21	-6	-11	-19	4	7	7	-5	-5	-7	-8	3
COc1cc(OC)nc(C(NC(=O)C2CCN(Cc3ccc(Oc4ccccc4)cc3)CC2)c2ccccc2C)n1 (centres undefined)	13	-32	·	-17	-1	5	-3	11	·	-2	5
COc1ccc(-n2ncc(C(C)NS(=O)(=O)c3cc(C)sc3C)c2C)cc1 (centres undefined)	-2	-4	-4	-18	4	9	-8	-6	2	·	-9
COCCCNC(=O)c1cc(S(=O)(=O)N2CCOCC2)ccc1SCc1cccc(OC)c1OC	11	15	-6	6	-9	13	2	-8	-3	3	8

Two entries from above, as labelled records:
> CN1C(=O)C(O)(CC(=O)c2cccnc2)c2ccccc21 (centres undefined)
  TROY NFkB inh: 10
  NCOA3 inh: -3
  TLR9-MyD88 block: -3
  NR5A2 inv ag: -4
  NCOA1 inh: 12
  NCOA2 inhibitor: 10
  NOD2-RIPK2 inh: 0
  C8 TRAIL sens: -12
  LMP1 NFkB inh: 0
  Vif imaging: -12
  COUP-TFII inh: 12

> CN(C)N=Nc1ccc(S(N)(=O)=O)cc1
  TROY NFkB inh: 8
  NCOA3 inh: 14
  TLR9-MyD88 block: -13
  NR5A2 inv ag: -8
  NCOA1 inh: -4
  NCOA2 inhibitor: -28
  NOD2-RIPK2 inh: 2
  C8 TRAIL sens: 2
  LMP1 NFkB inh: -9
  Vif imaging: ·
  COUP-TFII inh: 1
